p53ts 32C kill: qHTS Screen for Compounds that Selectively Target Cancer Cells with p53 Mutations: Cytotoxicity of p53ts Cells at the Permissive Temperature; H1299-p53A138V at 32C, ATP luminescence viability, 24 h; Potency, µM (titrated, usually from 46.1 µM), for inactives: at the highest dose activity change, negative = cytotoxicity, most hits filed as cytotoxic; 0.93% of 130,000 active; AID 924, 2007;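 further: 0% = DMSO and -100% = full killing by reference compound; nearly all actives have a fitted effect of over 55% in size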
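Cells: H1299 p53ts (A138V), 600/well, pre-incubated 16–30 h at 37C. Cpd up to 46 uM, 24 h, 32C. Readout: ATPlite luminescence, 20 min RT. Normalization: DMSO vs tamoxifen 100 uM. AC50 by Hill equation.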
IkB sig inh: IkB Signaling; Potency, µM (series often up to 57.1 µM), for the others: at the top dose IkBa stabilization activation; ABC-DLBCL IkBa-CBG/CBR dual luciferase ratio, 4 h; response scale: scaled: untreated 0%, proteasome inhibitor 100%; 0.04% of 110,000 active; AID 445, 2006; active means well fitted curve in the direction sought with a large enough effect in the signal ratio, not every such curve was filed as active; inconclusive means small, poorly fitted or top-dose-only effect, or a change in a side signal; the % refers to the signal ratio;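 further: the direction sought is a rising ratio; 0% = basal untreated cells and 100% = reference inhibitor full response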
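Curves were fitted separately to fusion (green), unfused (red) and ratio luminescence, then classed by r2, magnitude and activity. Cells: OCI-Ly3, 4 h compound plus doxycycline at 37C; 10 uM MG-132 defined full response.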
Peg3 imprint: qHTS Assay for Compounds that Induce Erasure of Genomic Imprints; mouse ES Peg3-LacZ reporter, beta-gal luminescence, 40 h; Potency, µM (top dose mostly 60.7 µM), inactives show at the top dose activity change, positive = activation, usual class: activators; 0.02% of 110,000 active; AID 1948, 2009;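 further: 0% = negative control wells on the plate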
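Gelatin-coated wells received 300 freshly trypsinized female ES cells with a Peg3LacZ-Neo reporter on the maternal allele, then incubated 40 hours at 37C. BetaGlo was added for 5 minutes at room temperature before a single luminescence read.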
p53ts 39C kill: qHTS Screen for Compounds that Selectively Target Cancer Cells with p53 Mutations: Cytotoxicity of p53ts Cells at the Nonpermissive Temperature; H1299-p53A138V viability at 39C, ATP luminescence, 24 h; Potency, µM (series often up to 46.1 µM), without a hit: at the highest dose activity change, negative = cell killing, actives largely listed as cytotoxic; 1.5% of 130,000 active; further: nearly all actives have a fitted effect of over 55% in size
An asterisk follows results filed as active; ? = inconclusive; / = no result given; [ ] = another dose, or the depositor's remark. Unless noted, the call rests on the fitted dose curve; in most records, active means well fitted curve in the direction sought with a large enough effect; inconclusive means small, poorly fitted or top-dose-only effect, or another doubt; inactive means no such curve, though single readings can be large; an effect the other way counts as inactive or inconclusive. Unless noted, on the % scale 0 is the no-effect control and ±100 the full control effect; potency means the concentration at half of the fitted maximal effect.

Preview (four entries):
(1) CCC(C)OC(=O)C1=C(C)NC(=O)CC1c1ccccc1OC (stereo unspecified)
(2) O=C1CCC(C(=O)Nc2cccc3ccccc23)N1 (stereo unspecified)
(3) O=C(Nc1ccccc1C(=O)NCc1ccc(Cl)cc1)c1ccco1
(4) Cn1c(=O)[nH]c(=O)c2c1nc(Br)n2CCCCSc1nc2ccccc2o1

assay / entry,1,2,3,4
p53ts 32C kill,0%,-4%,4%,?
IkB sig inh,?,-1.4%,?,?
Peg3 imprint,15%,14%,-19%,-6%
p53ts 39C kill,6%,3%,-9%,-6%

The whole of this part, previewed entries included:
(1) CCC(C)OC(=O)C1=C(C)NC(=O)CC1c1ccccc1OC (stereo unspecified)
(2) O=C1CCC(C(=O)Nc2cccc3ccccc23)N1 (stereo unspecified)
(3) O=C(Nc1ccccc1C(=O)NCc1ccc(Cl)cc1)c1ccco1
(4) Cn1c(=O)[nH]c(=O)c2c1nc(Br)n2CCCCSc1nc2ccccc2o1
(5) O/N=C(\COc1ccccc1O)c1ccccc1
(6) COc1ccc(-n2c(Cc3cc(=O)[nH]c(=O)[nH]3)nnc2SCC(=O)NC2CCCC2)cc1

assay / entry,1,2,3,4,5,6
p53ts 32C kill,0%,-4%,4%,?,7%,1%
IkB sig inh,?,-1.4%,?,?,0.2%,-2.4%
Peg3 imprint,15%,14%,-19%,-6%,-9%,7%
p53ts 39C kill,6%,3%,-9%,-6%,-8%,0%

(7) N#Cc1nc(-c2ccc(COc3ccc(Cl)cc3)o2)oc1N1CCC(C(N)=O)CC1
(8) COc1cccc(NC(=O)c2nnn(Cc3cccc(C(F)(F)F)c3)c2N)c1
(9) CCCn1c(-c2ccc(F)cc2)nc2c(NCCN3CCCCC3)nc(C)nc21
(10) CCCCCCOC(=O)C1=C(C)NC(=O)NC1c1ccc(O)cc1 (stereo unspecified)
(11) CC1CCN(S(=O)(=O)c2nnc(NC(=O)c3cccc(F)c3)s2)CC1
(12) O=C(OCC(=O)N1CCCCC1)c1cc2ccccc2cc1O

assay / entry,7,8,9,10,11,12
p53ts 32C kill,13%,-5%,-8%,6%,-5%,-25%
IkB sig inh,3.7%,0.5%,/,1.0%,-1.0%,?
Peg3 imprint,-12%[10.9 µM],9%[10.9 µM],-9%,-18%,-13%[10.9 µM],-53%[inhibitor]
p53ts 39C kill,10%,-15%,6%,-18%,2%,-22%

(13) Cc1ccc(Cn2c(=O)c3c(nc4n3CCN4Cc3ccco3)n(C)c2=O)cc1
(14) O=C(NC1CCCC1)C1CCCN(S(=O)(=O)c2cccc3cccnc23)C1 (stereo unspecified)
(15) CC(NC(=O)C1CCN(C(=O)N2CCOc3ccccc32)CC1)c1ccccc1 (stereo unspecified)
(16) O=C(CSc1nc(-c2ccco2)cc(C(F)(F)F)n1)NC1CCCC1
(17) COC(=O)[C@@]1(Cc2ccccc2)[C@H]2c3cc(C(=O)N(C)C)n(Cc4ccc(S(C)(=O)=O)cc4)c3C[C@H]2CN1C(=O)c1ccccc1
(18) O=C(NCc1ccco1)c1cc2n(n1)C(C(F)(F)F)CC(c1ccc(F)cc1)N2 (stereo unspecified)

assay / entry,13,14,15,16,17,18
p53ts 32C kill,1%,2%,18%,4%,4%,3%
IkB sig inh,-1.4%,0.6%,1.1%,-4.7%,/,0.2%
Peg3 imprint,13%,-11%,12%[10.9 µM],-14%,-16%,-11%
p53ts 39C kill,21%,3%,-15%,3%,-18%,-6%

(19) Cn1c(=O)n(C)c2cc(S(=O)(=O)NCCc3ccccc3)ccc21
(20) Cc1cc(C(=O)OCn2nnc3ccccc3c2=O)c(C)o1
(21) CCCCCn1nc(C)c(/C=N/NC(=O)c2ccoc2C)c1C
(22) CC(C)COc1ccc(C(=O)Nc2scc(-c3ccc(Br)cc3)c2C(=O)OC(C)C)cc1
(23) CC(=O)NC(C1C(=O)CC(C)(C)CC1=O)(C(F)(F)F)C(F)(F)F
(24) CCCn1nc(NC(=O)c2cccs2)c2cc3cc(OC)ccc3nc21

assay / entry,19,20,21,22,23,24
p53ts 32C kill,-6%,-2%,-15%,-6%,6%,?
IkB sig inh,-0.5%,1.4%,/,0.5%,-0.6%,?
Peg3 imprint,-20%,-19%,/,-5%[10.9 µM],-1%,-12%
p53ts 39C kill,-12%,-6%,-29%,25%,20%,?

(25) CCOC(=O)Cn1c(=O)oc2cc(S(=O)(=O)N3CCN(c4ccccc4OC)CC3)ccc21
(26) COc1ccc(-c2noc(N3CCC(C(=O)Nc4ccc(C)c(F)c4)CC3)n2)cc1OC
(27) Cn1c(C(=O)NCc2ccc(Cl)cc2)cc2c(=O)n(C)c3ccccc3c21
(28) O=C(Nc1cccc2ncccc12)c1cccnc1
(29) O=S1(=O)CC(O)C(Nc2ccc(Cl)cc2)C1 (stereo unspecified)
(30) O=S(=O)(Nc1ccc(Cl)c(C(F)(F)F)c1)c1cnc[nH]1

assay / entry,25,26,27,28,29,30
p53ts 32C kill,-9%,2%,9%,14%,10%,1%
IkB sig inh,?,?,-1.8%,0.6%,/,2.4%
Peg3 imprint,13%[10.9 µM],1%[10.9 µM],6%[10.9 µM],-5%,/,1%
p53ts 39C kill,-1%,?,-17%,-2%,20%,-9%

(31) Cc1cc(Cl)c(OCCCn2cncn2)c(Br)c1
(32) O=C1c2ccccc2-c2c1cccc2C(=O)N1CCN(C(=O)c2ccco2)CC1
(33) COc1cc2c(=O)c(S(=O)(=O)c3ccc(C(C)C)cc3)cn(Cc3ccccc3C)c2cc1OC
(34) O=C(CCc1nc2ccccc2[nH]1)NC1CCCCC1
(35) CCOC(=O)c1c(NC(=O)c2cc(-c3ccccc3OC)on2)sc(C)c1C
(36) Cc1ccc(-c2ccc(=O)n(CC(=O)Nc3ccc(C)cc3Cl)n2)cc1

assay / entry,31,32,33,34,35,36
p53ts 32C kill,3%,6%,14%,-11%,10%,-6%
IkB sig inh,0.8%,2.3%,2.2%,-0.5%,7.4%,?
Peg3 imprint,-6%,-6%,-11%[10.9 µM],-6%,-8%[10.9 µM],-9%[10.9 µM]
p53ts 39C kill,-1%,1%,-8%,-5%,8%,?

(37) COc1ccccc1CN1CC2(CCN(C(=O)c3cc(C(F)(F)F)cc(C(F)(F)F)c3)CC2)C1
(38) CCCn1ccc2c(OCC(=O)Nc3ccc(C(F)(F)F)cc3)cccc2c1=O
(39) Cc1csc2ncc(C(=O)NCc3ccccn3)c(=O)n12
(40) COC(=O)c1c(NC(=O)/C(C#N)=C/c2ccc(OC)cc2)sc2c1C(C(=O)OC)CC2 (stereo unspecified)
(41) c1ccc(CN2CCN(CCCNc3ccc4nnc(-c5ccccc5)n4n3)CC2)cc1
(42) Cc1ccc(Cn2c(SCC(C)C)nc3c2c(=O)[nH]c(=O)n3C)cc1

assay / entry,37,38,39,40,41,42
p53ts 32C kill,-5%,0%,-4%,-7%,3%,4%
IkB sig inh,1.6%[11.4 µM],3.0%,-0.8%,2.1%,1.1%,-1.9%
Peg3 imprint,/,-9%[10.9 µM],-10%,3%[10.9 µM],-15%,/
p53ts 39C kill,-8%,-23%,8%,8%,-2%,6%

(43) CCOCCCNC(=O)Cn1nc(C)n2c(cc3cc(C)ccc32)c1=O
(44) CC(C)=CCCC(C)N(C=O)C(C)CCC=C(C)C (stereo unspecified)
(45) Clc1ccc(-c2noc(CN3CCCC3)n2)cc1
(46) O=C1C(=C(O)c2ccccc2)C(=O)c2ccccc21
(47) N#Cc1cccc(NC(=O)N2CCC(c3nc4c(nnn4Cc4cccc(Cl)c4)c(=O)[nH]3)CC2)c1
(48) CCOc1ccccc1NC(=O)C(=O)NCCc1sc2nc(-c3ccc(OC)cc3)nn2c1C

assay / entry,43,44,45,46,47,48
p53ts 32C kill,3%,3%,-9%,-11%,8%,-7%
IkB sig inh,3.1%,1.0%,1.8%,?,?,7.1%
Peg3 imprint,-8%[10.9 µM],-13%,-4%,-26%,-32%[inhibitor],-11%[10.9 µM]
p53ts 39C kill,8%,7%,14%,-11%,-18%,-36%

(49) Cc1ccc(-n2ncc(C(=O)NCc3ccc4c(c3)OCO4)c2C2CCN(C(=O)OC(C)(C)C)CC2)cc1C
(50) O=C(c1ccc(Cl)cc1)c1ccc(OCC(O)CN2CCOCC2)cc1 (stereo unspecified)
(51) COC(=O)c1cccnc1-n1c(=O)c2cccnc2n(Cc2ccc(Cl)cc2)c1=O
(52) C/C(CCN1CCc2nc(-c3ccccc3)c(-c3ccccc3)cc2C1)=N\OC[C@@H](O)[C@@H]1O[C@@H]2OC(C)(C)O[C@@H]2[C@H]1O
(53) O=C(Cc1cccs1)Nc1ccc(S(=O)(=O)N2CCCCC2)cc1
(54) CCN(c1cccc(C)c1)S(=O)(=O)c1nnc(NC(=O)c2cccs2)s1

assay / entry,49,50,51,52,53,54
p53ts 32C kill,17%,-6%,2%,8%[9.22 µM],2%,7%
IkB sig inh,?,2.2%,-1.5%,/,1.3%,-2.4%
Peg3 imprint,11%[10.9 µM],-17%,?,/,-8%,-19%[10.9 µM]
p53ts 39C kill,13%,9%,-15%,3%[9.22 µM],9%,-1%

Entries listed so far that contain a cyano group (three):
(7) N#Cc1nc(-c2ccc(COc3ccc(Cl)cc3)o2)oc1N1CCC(C(N)=O)CC1
(40) COC(=O)c1c(NC(=O)/C(C#N)=C/c2ccc(OC)cc2)sc2c1C(C(=O)OC)CC2 (stereo unspecified)
(47) N#Cc1cccc(NC(=O)N2CCC(c3nc4c(nnn4Cc4cccc(Cl)c4)c(=O)[nH]3)CC2)c1

assay / entry,7,40,47
p53ts 32C kill,13%,-7%,8%
IkB sig inh,3.7%,2.1%,?
Peg3 imprint,-12%[10.9 µM],3%[10.9 µM],-32%[inhibitor]
p53ts 39C kill,10%,8%,-18%

The listing continues.
(55) COc1ccc(CNc2nc(-c3ccc(C(=O)N(C)C)cc3)nc3ccccc23)c(OC)c1
(56) COc1ccc(OC)c(CNC(=O)C2CCCCN2S(=O)(=O)c2ccc(F)cc2)c1 (stereo unspecified)
(57) COc1ccc(C2CC(c3ccc(Cl)cc3Cl)Nc3nc(N)nn32)cc1 (stereo unspecified)
(58) O=C(CCOc1ccccc1)N(Cc1cccnc1)c1nc2c(Cl)cccc2s1
(59) COc1ccc(N2CCN(C(=O)Nc3cccc(C(F)(F)F)c3)CC2)cc1
(60) Cc1ccc(NC(=O)Cn2cc3c(n2)CCCC3)c(C)c1

assay / entry,55,56,57,58,59,60
p53ts 32C kill,-21%,9%,13%,8%,6%,-4%
IkB sig inh,-1.5%[11.4 µM],1.8%,0.8%,?,?,-1.0%
Peg3 imprint,-9%,9%[10.9 µM],-9%,-7%[10.9 µM],-4%[10.9 µM],-9%[10.9 µM]
p53ts 39C kill,-16%,11%,0%,-16%,-6%,2%

(61) CCN(CC)S(=O)(=O)c1nnc(NC(=O)COc2ccccc2)s1
(62) CCOc1ccccc1NC(=O)N1CCC(n2c(C)nc3cccnc32)CC1
(63) CCn1c(SCC(=O)Nc2nc(C)cs2)nnc1C(NC(=O)c1ccccc1Cl)C(C)C (stereo unspecified)
(64) O=C(Cn1c(=O)n(Cc2ccc3c(c2)OCO3)c(=O)c2oc3ccccc3c21)Nc1ccccc1
(65) Cc1cccc(-n2nnnc2SCc2csc(-c3ccccc3)n2)c1
(66) O=C(CSc1nnc(-c2cnccn2)n1Cc1ccco1)c1ccc2ccccc2c1
(67) CC(=O)NC1(C(F)(F)F)C(=O)Nc2c1c(=O)[nH]c(=O)n2Cc1ccco1 (stereo unspecified)
(68) CCOc1ccccc1N1CCN(C(=O)c2ccccc2)CC1

assay / entry,61,62,63,64,65,66,67,68
p53ts 32C kill,-4%,6%,9%,-1%,0%,-2%,4%,4%
IkB sig inh,-0.8%,-1.3%,1.5%,27%,0.3%,?,-2.1%,3.0%
Peg3 imprint,-6%[10.9 µM],-10%[10.9 µM],-11%,-17%[10.9 µM],-7%,-11%,5%,-6%
p53ts 39C kill,-5%,12%,19%,-21%,-6%,-6%,3%,14%
